UDG counterscr: Primary qHTS assay for inhibitors of Activation Induced Cytidine Deaminase (AID): UDG Counterscreen signal. Uracil-DNA glycosylase. FRET deamination/UDG coupled assay, UDG read, 4 h. Potency, µM (highest dose often 115 µM), for the others: at the top dose activity change, negative = inhibition, actives largely listed as inhibitors. actives 0.14% (n = 91,000); also: nearly all actives have a fitted effect of over 65% in size
AID inhibitor: Primary qHTS assay for inhibitors of Activation Induced Cytidine Deaminase (AID): AID signal | Single-stranded DNA cytosine deaminase (Homo sapiens), Q9GZX7 | actives 0.32% (n = 91,000) | Potency, µM (highest dose often 115 µM), inactives show at the highest dose activity change, negative = inhibition, usual class: inhibitors | AID 1347428, 2020 | AID deamination FRET fluorescence, UDG-coupled, 4 h; also: nearly all actives have a fitted effect of over 25% in size
Target sequence (Q9GZX7 whole entry, looked up): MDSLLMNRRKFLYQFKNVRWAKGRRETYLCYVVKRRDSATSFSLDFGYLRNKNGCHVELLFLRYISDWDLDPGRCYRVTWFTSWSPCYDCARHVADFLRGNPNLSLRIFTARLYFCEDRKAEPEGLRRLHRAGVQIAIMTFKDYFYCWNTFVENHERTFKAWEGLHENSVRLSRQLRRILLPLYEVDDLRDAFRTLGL
Starred values were filed as active, the others as inactive; u = inconclusive; & = joins results of further samples; [ ] = another dose, or the depositor's remark. Calls follow the shape of the dose curve; as a rule, active = well fitted curve in the direction sought with a large enough effect; inconclusive = small, poorly fitted or top-dose-only effect, or another doubt; inactive = no such curve, though single readings can be large; an effect the other way counts as inactive or inconclusive. % is scaled to controls: 0 for no effect and ±100 for the full control effect; potency is read from the fitted curve at half-maximal effect.

entry	structure	UDG counterscr	AID inhibitor
1	Cc1nn(C(C)C(=O)Nc2cccc(F)c2)c(=O)c2c1sc1ccccc12 (centres undefined)	u	-9%
2	O=C(Nc1noc2ccccc12)c1ccc(F)cc1	-4%	5%
3	CCCCCCCCCCC(=O)N/N=C(/C)c1cccc(NC(=O)c2ccc(Cl)cc2Cl)c1	3%	3%
4	CCCNc1nc2c(c(=O)[nH]c(=O)n2C)n1CCO	0%	2%
5	Cc1ccc(Sc2nc(C)cs2)cc1	-7%	-4%
6	COc1ccc(OC)c(/C=C2\Oc3cc(OS(=O)(=O)c4ccccc4)ccc3C2=O)c1	-16%	-12%
7	Cc1c(NC(=O)c2sc3c([N+](=O)[O-])cccc3c2Cl)cccc1-c1nc2ccccc2o1	-1%	16%
8	CCOC(=O)c1nc(Nc2cccc(C)c2C)c2ccccc2n1	-1%	-6%
9	Cc1ccc(CN(C(=O)CCCc2cccs2)C2CC2)cc1	5%	-2%
10	Cc1ccc(C)c(N2CCN(S(=O)(=O)c3cnc(N)nc3)CC2)c1	7%	12%
11	Cc1noc(-c2ccc(NC(C)c3ccccc3)c([N+](=O)[O-])c2)n1 (centres undefined)	-9%	u
12	CCc1cc(=O)oc2c(C)c(OCC(=O)NCCCN(C)C)ccc12	9%	3%
13	COc1cc(OC)c(NS(=O)(=O)c2cc(-c3cnc(C4CC4)o3)ccc2C)cc1Cl	-9%	-18%
14	CCC(=O)N1CCc2cc(CNS(=O)(=O)c3ccccc3F)ccc21	-7%	3%
15	O=C(COc1ccccc1F)Nc1ccccc1C(=O)OCc1cc(=O)n2nc(C3CC3)sc2n1	-15%	4%
16	Cc1cc(C)cc(NC(=O)CSc2ncnc3ccccc23)c1	-3%	-3%
17	CCCCCCc1ccc(Nc2cccc(C)c2)cc1O	-15%	124%[activator]
18	CC(C)n1c(SCC(=O)NCc2ccccc2)nnc1-c1ccc2c(c1)OCCCO2	8%	-2%
19	Cc1cc(C)cc(Oc2nc3c(C)cccn3c(=O)c2/C=C(\C#N)c2nc3ccccc3[nH]2)c1	0%[57.5 µM]	63%[activator][57.5 µM]
20	CC(=O)c1cccc(OCC(O)COc2cc3sc(C)nc3c3sccc23)c1 (centres undefined)	u	-18%
21	Cc1cc(C)cc(Nc2cc(C(=O)NC3CCC(C)CC3)c3ccccc3n2)c1 (centres undefined)	-3%&-2%	1%&3%
22	Cc1nn(-c2ccccc2)c2nc(C3CC3)cc(C(=O)Nc3ccc(F)cc3)c12	4%	-6%
23	Cc1ccc(Cn2c(CO)cnc2SCC(=O)NCc2ccccc2Cl)cc1	14%	2%
24	O=C(COC(=O)c1cc(Cl)ccc1[N+](=O)[O-])Nc1ccc2c(c1)OC(F)(F)O2	5%	-11%
25	CCN(Cc1ccccc1)C(=O)C1CCN(Cc2ccc(C(F)(F)F)cc2)CC1	-13%	-12%
26	O=C(Nc1ccccc1)c1occc1-c1ccccc1	-5%	-13%
27	COc1ccc(-c2cc3nc(-c4ccccc4)cc(C(F)(F)F)n3n2)cc1	-9%	-1%
28	CC(C)CN(CCNC(=O)c1cn(C)c2ccc(S(=O)(=O)N3CCCCCC3)cc2c1=O)CC(C)C	-3%[57.5 µM]	-5%[57.5 µM]
29	O=C(Nc1nccs1)C1CC(=O)N(Cc2ccccn2)C1 (centres undefined)	-1%	8%
30	CCn1c(=N)c(C(=O)NC2CCCCC2)cc2c(=O)n3cc(C)ccc3nc21	4%	40%[activator]
31	O=C1CC(c2ccccc2)Cc2[nH]c(=O)c(C(=O)Nc3ccc(F)cc3)cc21 (centres undefined)	6%	-19%
32	CC(C)CNC(=O)CCc1ccc(C#N)cc1	3%	3%
33	O=C1C=C(Nc2ccc(C(F)(F)F)cc2)CCC1	-5%	-7%
34	CC(CCc1ccccc1)NC(=O)Cn1ncc2c3ccccc3n(Cc3ccccc3F)c2c1=O (centres undefined)	5%	-2%
35	O=C(Nc1nc2c(s1)CCCC2)c1nn(Cc2ccccc2)c(=O)c2ccccc12	4%	7%
36	CCOc1ccc(C(=O)NCCc2sc(-c3cccc(F)c3)nc2C)cc1OCC	3%	0%
37	Cc1ccccc1/C=C(\C#N)c1nc(-c2ccc(Cl)cc2)cs1	-4%	-5%
38	CC(=O)c1ccc(N2CCN(C(=O)c3ccc(Cn4c(=O)[nH]c5ccccc5c4=O)cc3)CC2)cc1	4%	-3%
39	CCn1c(=O)c2sccc2n2c(CCC(=O)Nc3ccc(OC)c(Cl)c3)nnc12	3%	19%
40	NS(=O)(=O)c1ccc(N/N=C/c2cccc(/C=N/Nc3ccc(S(N)(=O)=O)cc3[N+](=O)[O-])c2)c([N+](=O)[O-])c1	4%	-13%
41	CCN1CCc2c(sc(NC(=O)c3ccc(S(=O)(=O)N(C)C4CCCCC4)cc3)c2C(N)=O)C1	-1%	230%[activator]
42	O=C(C1CCN(c2nc3ccccc3[nH]2)CC1)N1CCN(c2cccc(Cl)c2)CC1	-10%	-23%
43	COc1ccc(CCNc2oc(COc3ccccc3C)nc2C#N)cc1	4%	-5%
44	Cc1cc(C(=O)NCc2ccnc(N3CCOCC3)c2)on1	0%	3%
45	CCCOc1ccc(-c2cccc(NS(=O)(=O)c3ccccc3)c2)nn1	-6%	-23%
46	CCc1c(/C(=N/O)c2ccc(C)cc2)oc2ccc3c(C)cc(=O)oc3c12	-1%	-8%
47	Cc1cc(S(=O)(=O)Nc2ccc(F)c(C(F)(F)F)c2)sc1C(=O)O	4%	1%
48	COc1ccc(-c2onc(C)c2C)cc1S(=O)(=O)NC1CCCCC1	-4%	-9%
49	CCC(Sc1ccc2nnc(CCNS(=O)(=O)c3ccc(OC)cc3)n2n1)C(=O)OC (centres undefined)	36%[activator]	1%
50	CC(=O)N1CCc2cc(S(=O)(=O)CCC(=O)N3CCN(c4cccc(C)c4C)CC3)ccc21	4%	2%
51	Cc1ccc(NS(=O)(=O)c2c(C)[nH]c(=O)[nH]c2=O)c(C)c1	7%	3%
52	COC(=O)COc1ccc2c(=O)c(Oc3cc(C)cc(C)c3)c(C(F)(F)F)oc2c1	-4%	6%
53	Cc1ccc(C)c(NC(=O)Cc2coc3cc(C)cc(C)c23)c1	0%	-13%
54	Cc1cc(NC(=O)N2CC=C(c3c[nH]c4ccccc34)CC2)ccc1Br	31%[activator]	6%
55	COc1ccc(S(=O)(=O)N2CCOCC2)cc1NC(=O)c1cccc(CN2CCCC2=O)c1	1%	1%
56	C=CCCCCCCCCC(=O)NCc1ccco1	-5%	-11%

(list continues)
entry	structure	UDG counterscr	AID inhibitor
57	CC(C)OCCCNC(=O)CN1C(=O)COc2ccc(S(=O)(=O)N3CCOCC3)cc21	1%	8%
58	O=C(CCc1ncc(-c2ccccc2Cl)o1)Nc1nccs1	-6%	3%
59	Cc1cccc(-c2cc(Nc3ccccc3)nc(C)n2)c1	-14%	-12%
60	CCCC(C)NC(=O)c1cc(=O)[nH]c2ccc(S(=O)(=O)N(CC)CC)cc12 (centres undefined)	-2%	3%
61	CC(NC(=O)Nc1ccccc1C(F)(F)F)c1c(-n2cccc2)sc2c1CCCC2 (centres undefined)	0%	2%
62	Cc1ccc(-n2ncc(C(=O)N3CCN(c4ncccn4)CC3)c2C2CCN(C(=O)OC(C)(C)C)CC2)cc1	-18%	2%
63	COC(=O)CSc1nc2c(c(-c3cccs3)c1C#N)CCCC2	-6%	-20%
64	Cc1cccc(-n2c3nc(=O)n(C)c(=O)c-3cc3ccc(Cl)cc32)c1C	4%	-7%
65	Cc1cc(C)c2c(n1)nn1c(C)c(CCC(=O)NCc3ccccc3Cl)c(C)nc21	-3%[57.5 µM]	1%
66	O=C(COc1ccccc1F)Nc1ccccc1OCc1cc(=O)n2ccccc2n1	4%	6%
67	Cc1ccc(NC(=O)CCc2ncc(-c3c(F)cccc3F)o2)cc1C	3%	4%
68	CN(C)CCC=C1c2ccccc2C=Cc2ccccc21	5%	-16%
69	Cc1[nH]c2ccccc2c1C(=O)CSc1nnc(CC(C)c2ccccc2)o1 (centres undefined)	-7%	-3%
70	COC(=O)COc1ccc2c(=O)c(-c3ccc4c(c3)OCCO4)coc2c1	-1%	-5%
71	CCCNC(=O)CN1C(=O)COc2ccc(S(=O)(=O)N3CCCCCC3)cc21	-9%	-19%
72	Cc1c(CCC(=O)NCCc2ccccc2F)c(=O)oc2c(C)c(O)ccc12	12%	6%
73	COc1ccc(CCNC(=O)c2cccc(-n3cnc4cccnc43)c2C)cc1OC	18%	28%
74	O=C(NC1CCCCC1)c1ccc(CSc2nc3ccncc3n2Cc2ccc(F)cc2)cc1	-6%	-21%
75	CCCCOc1ccc(C(=O)NCc2nnnn2-c2ccc(C)c(C)c2)cc1	-12%	u
76	CC(=O)NC12CC3CC(C1)CC(C(=O)NCCc1ccc(F)cc1)(C3)C2	-4%	-5%
77	CCc1ccccc1NC(=O)C(NS(=O)(=O)c1ccc2c(c1)CCC(=O)N2)c1ccccc1 (centres undefined)	7%	8%
78	Oc1ccc(C2(c3cccc(F)c3)CCCCC2)cc1	-3%	2%
79	C=C(C)COc1ccc2c(C)c(CC(=O)Nc3ccc4c(c3)OCCO4)c(=O)oc2c1	8%	12%
80	CCOc1ccccc1NC(=O)N1CCN(Cc2nc3ccc(C)cc3o2)CC1	-2%	u
81	COc1ccc2c(c1)c1c(c(=O)n(-c3ccc(OC)c(OC)c3)c(=O)n1Cc1ccc(C)cc1)n2C	10%	14%
82	COCc1cc(C)nc2sc3c(c12)NC(c1ccc(O)c(OC)c1)N(c1ccccc1)C3=O (centres undefined)	3%	-16%
83	CCOc1ccc(CNC(=O)CN2C(=O)C3CCCCN3c3ccc(C(=O)N4CCCC4)cc32)cc1 (centres undefined)	6%	-2%
84	Cc1ccc(C)c(NC(=O)CSc2nc3c([nH]c4ccccc43)c(=O)n2-c2ccc(F)cc2)c1	-9%	-13%
85	CC(Cl)C(=O)NC1(C#N)CCCCC1 (centres undefined)	2%	3%
86	CC(C)NC(=O)Cn1ccc2cc(S(=O)(=O)N3CCCCCC3)ccc21	-13%[57.5 µM]	-5%
87	Cc1ccc(SCc2cc(=O)[nH]c(N3CCN(c4ccccc4F)CC3)n2)cc1	-6%	1%
88	CCCOc1cccc(C2c3c(oc4cc(C)c(C)cc4c3=O)C(=O)N2CCCN2CCOCC2)c1 (centres undefined)	7%	-11%
89	COc1cc(OC)c(N(C)C(=O)c2c(C)oc3ncn(CC(C)C)c(=O)c23)cc1Cl	u	0%
90	Cc1ccc(C)c(Cn2c(=O)n(CCCC(=O)NCc3ccc4c(c3)OCO4)c(=O)c3sccc32)c1	4%	8%
91	CCCCNC(=O)C1CCN(c2nc3ccc(C)cc3[nH]2)CC1	14%	6%
92	CC1=C(C(=O)Nc2ccccc2)C(c2ccc(C)cc2)n2nc(SCc3ccccc3C)nc2N1 (centres undefined)	-10%	2%
93	Cn1nccc1C(=O)NCc1ccc2c(c1)CCN2C(=O)c1ccc(F)cc1	u	u
94	COc1cc2nc(SCC(=O)Nc3ccc(F)cc3)n3nc(CCn4c(C)nc5ccccc54)nc3c2cc1OC	-13%	-6%
95	COc1ccc(Nc2cc(C)nc3nc(-c4ccc(Cl)cc4)nn23)c(OC)c1	3%	8%
96	CC1CCCN(Cc2c(O)ccc3c(=O)c(-c4ccccc4Cl)c(C(F)(F)F)oc23)C1 (centres undefined)	6%	21%

Next section (six carried over from the part before).
entry	structure	UDG counterscr	AID inhibitor
91	CCCCNC(=O)C1CCN(c2nc3ccc(C)cc3[nH]2)CC1	14%	6%
92	CC1=C(C(=O)Nc2ccccc2)C(c2ccc(C)cc2)n2nc(SCc3ccccc3C)nc2N1 (centres undefined)	-10%	2%
93	Cn1nccc1C(=O)NCc1ccc2c(c1)CCN2C(=O)c1ccc(F)cc1	u	u
94	COc1cc2nc(SCC(=O)Nc3ccc(F)cc3)n3nc(CCn4c(C)nc5ccccc54)nc3c2cc1OC	-13%	-6%
95	COc1ccc(Nc2cc(C)nc3nc(-c4ccc(Cl)cc4)nn23)c(OC)c1	3%	8%
96	CC1CCCN(Cc2c(O)ccc3c(=O)c(-c4ccccc4Cl)c(C(F)(F)F)oc23)C1 (centres undefined)	6%	21%
97	Cc1cccc(C(=O)NC(C)C(=O)OCc2cc(=O)oc3c(C)c(O)ccc23)c1 (centres undefined)	1%	-4%
98	CC1CCC(Nc2nc3c(-c4cccc(C(F)(F)F)c4)nnn3c3ccccc23)CC1 (centres undefined)	-6%	-15%
99	CCC(Oc1ccc(F)cc1)C(=O)Nc1ccc(OC)c2ncccc12 (centres undefined)	6%	8%
100	CC1(C)CC(=O)CC(=Nc2ccccc2N)C1	-1%	5%
101	CC1CC(C)CN(C(=O)CCC(=O)O)C1 (centres undefined)	-2%	1%
102	CN(C(=O)c1c2c(nc3ccccc13)C(=O)N(C1CCCCC1)C2)c1ccc(F)cc1	0%	35%[activator]
103	COc1ccccc1-c1nn2c(=O)cc(CN3CCN(S(=O)(=O)c4ccc(C)cc4)CC3)nc2s1	39%[activator]	244%[activator]
104	COc1ccc(-c2ccc(NS(=O)(=O)c3cccc(Cl)c3)cc2)nn1	2%	-20%
105	Fc1ccc(-c2nc(CSc3nnc(-c4ccncc4)n3C3CC3)cs2)cc1	0%	-4%
106	Cc1ccc(Nc2nc3c(S(=O)(=O)c4ccccc4)nnn3c3ccc(Cl)cc23)c(C)c1	0%	1%
107	Cc1ccc(Cl)cc1NC(=O)c1oc2ccc(S(=O)(=O)N3CCCCCC3)cc2c1C	-16%	7%
108	CCN(CC)S(=O)(=O)c1ccc(CN)s1	13%	9%

High-throughput results deposited in PubChem BioAssay by National Center for Advancing Translational Sciences (NCATS).

An excerpt; count on the stated rates, not on these rows.
